Source: PubChem BioAssay
beta cell repl: inducers of beta-cell replication in MIN6 cells; proliferation, % at 10 µM; 330,000 tested, 0.29% active; MIN6 cells proliferation, ATPlite luminescence, 48 h; cells starved in 0.2% serum; 100% = growth in 10% serum;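 active = compounds whose signal lies at least 3.5 SD above the mean of all wells on their plate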;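 note: 0% = DMSO-treated cells in low-serum medium and 100% = 10% serum control; some compounds called inactive have numbers as strong as hits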
SENP8 block-1: blocks the human protease SENP8; 330,000 tested, 1.2% active; Q96LD8; purified SENP8, Z-RLRGG-aminoluciferin cleavage, luminescence; AID 2540; inhibition, % at 10 µM; in the data active = inhibition above about 50%
Target sequence (Q96LD8 whole entry, looked up): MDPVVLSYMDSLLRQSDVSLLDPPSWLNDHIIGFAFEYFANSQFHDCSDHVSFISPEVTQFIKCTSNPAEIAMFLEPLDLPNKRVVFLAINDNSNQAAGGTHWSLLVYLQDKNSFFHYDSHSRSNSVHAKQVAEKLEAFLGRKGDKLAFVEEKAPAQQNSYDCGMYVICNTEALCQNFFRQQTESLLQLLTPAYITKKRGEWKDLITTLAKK
SENP1 FRET inh: SENP1 (human) catalytic domain inhibition; 360,000 tested, 0.21% active; recombinant SENP1 catalytic domain, CyPet-SUMO1-YPet FRET cleavage; Q9P0U3; inhibition, % at 10 µM;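 active = inhibition at least 30% at 10 µM, raw YFP signal under a set limit, fluorescence ratio 0.5 to 1.5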;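 note: 0% = enzyme with DMSO and 100% = no enzyme wells; some results filed as inactive read as strong as hits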
Target sequence (Q9P0U3 419-644 limits assumed): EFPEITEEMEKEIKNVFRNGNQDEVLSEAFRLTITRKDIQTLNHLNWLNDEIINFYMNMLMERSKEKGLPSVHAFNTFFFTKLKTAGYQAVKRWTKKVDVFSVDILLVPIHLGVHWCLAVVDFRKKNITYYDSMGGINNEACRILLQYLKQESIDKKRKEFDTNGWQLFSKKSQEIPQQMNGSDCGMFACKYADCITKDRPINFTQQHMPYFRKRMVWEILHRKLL
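System: Recombinant human SENP1 catalytic domain, His6-tagged | Incubation: Enzyme reaction for 50 min at room temperature, dark | Medium: Tris pH 8 with BME, BSA, NP40 and catalase | Also added: 25 nM SUMO1 FRET substrate | Compound: 10 µM single point, 0.5% DMSO | Measured by: FRET fluorescence in CFP and YFP emission channels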
SENP6 inh: SENP6 protease inhibition; Recombinant SENP6 catalytic domain, aminoluciferin luminescence; inhibition, % at 10 µM; 330,000 tested, 1.8% active; AID 2599;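 active = inhibition above about 50% at the single tested dose, limit read from the data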;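 note: plate controls were DMSO wells with enzyme for no effect and DMSO wells lacking enzyme for full effect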
SENP8 block-2: inhibitors of human SENP8 protease; Q96LD8; recombinant SENP8, Nedd8 substrate fluorescence; inhibition, % at 20 µM; 360,000 tested, 0.64% active; AID 602440; in the data active = inhibition mostly above about 40%, no sharp cut-off; inactive = mostly below about 27%
SENP7 inh: inhibitors of human SENP7 protease; inhibition, % at 5 µM; 330,000 tested, 1.5% active; Q9BQF6; recombinant SENP7, Z-RLRGG-aminoluciferin luminescence, 40 min;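 active = inhibition above about 50% at the single test dose, limit read from the data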;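 note: plate controls were DMSO with enzyme for no effect and no enzyme buffer wells for full effect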
Target sequence (Q9BQF6 706-1050 limits assumed): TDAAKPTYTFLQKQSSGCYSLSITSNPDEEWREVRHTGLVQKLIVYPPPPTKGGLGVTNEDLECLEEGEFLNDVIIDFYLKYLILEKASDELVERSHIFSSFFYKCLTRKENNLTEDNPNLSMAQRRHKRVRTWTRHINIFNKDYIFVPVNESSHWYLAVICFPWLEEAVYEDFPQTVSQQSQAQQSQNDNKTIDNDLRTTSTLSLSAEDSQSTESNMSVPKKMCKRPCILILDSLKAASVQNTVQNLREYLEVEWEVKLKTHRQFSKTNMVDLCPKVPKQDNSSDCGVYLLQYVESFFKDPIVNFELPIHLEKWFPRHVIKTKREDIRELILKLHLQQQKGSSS
PfGluPho inh: PfG6PD (Plasmodium falciparum) enzyme inhibition. AID 504690. inhibition, % at 20 µM. PfGluPho enzyme, NADPH resazurin-diaphorase fluorescence. 350,000 tested, 0.78% active;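 active = inhibition reaching at least a set limit at 20 µM in the primary screen, cut at about 59% in these data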;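 note: 0% = DMSO wells with substrate and 100% = DMSO wells lacking glucose-6-phosphate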
HKDC1 inhibitor: blocks human hexokinase HKDC1 activity; recombinant HKDC1, G6PDH/diaphorase resazurin coupled fluorescence; inhibition, % at 20 µM; 340,000 tested, 0.16% active;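 active = inhibition above about 35% when tested at 20 µM, limit read from the data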;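 note: plate controls were DMSO wells with enzyme for no effect and DMSO wells lacking enzyme for full effect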
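Material: recombinant HKDC1 hexokinase; Amount: HKDC1 at 5 µg/mL; Medium: Tris pH 8.0 buffer with MgCl2, Tween-20, BSA, BME; Schedule: 90 min reaction incubation at room temperature, dark; Technique: coupled resazurin fluorescence, excitation 525 nm, emission 613 nm.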
UBC13 polyUb: blocks human UBC13 polyubiquitin chain formation. inhibition, % at 20 µM. P61088. TR-FRET. 330,000 tested, 0.47% active. AID 485273; in the data active = inhibition above about 45%, passing the limit was not always enough
Target sequence (P61088 whole entry, looked up): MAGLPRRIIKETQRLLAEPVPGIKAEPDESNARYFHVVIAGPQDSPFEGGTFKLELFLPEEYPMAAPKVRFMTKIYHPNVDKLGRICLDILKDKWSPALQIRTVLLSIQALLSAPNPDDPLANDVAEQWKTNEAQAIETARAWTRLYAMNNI
* = called active by the depositor; nt = no result given.

structure	beta cell repl	SENP8 block-1	SENP1 FRET inh	SENP6 inh	SENP8 block-2	SENP7 inh	PfGluPho inh	HKDC1 inhibitor	UBC13 polyUb
N#CC1(NC(=O)Cn2ncc(Cl)c(Cl)c2=O)CCCCC1	-7.8	3.8	-0.5	11.0	12.0	7.9	-5.6	10.4	-0.9
COC(=O)COc1ccc(S(=O)(=O)N2CCc3ccccc3C2)cc1C	-1.1	-11.6	3.2	-17.5	19.1	-4.9	7.8	-6.6	1.4
Nc1ccc(-c2cc3ccccc3c(=O)o2)cc1	-2.2	40.6	-25.3	52.5*	-478.0	26.3	8.1	-1.6	3.5
COc1ccc(N2CC(C(=O)NC3CC(C)(C)NC(C)(C)C3)CC2=O)cc1 (stereo not given)	2.2	-4.3	-0.2	-3.7	12.2	8.7	-9.5	-3.4	-0.8
CCOc1ccc(C(=O)Nc2cc(OC)ccc2OC)cc1	-1.6	-13.4	2.4	-16.9	7.9	-17.9	-1.5	-7.8	-5.2
CCCN1C(=O)/C(=C/c2ccncc2)SC1=S	-0.6	-3.3	2.2	-9.7	30.5	-6.2	-0.2	2.0	6.6
CCCC(=O)Nc1cccc(-c2cn3cccnc3n2)c1	-2.5	-13.0	-3.1	-17.4	-439.6	-5.4	-15.1	-3.5	6.6
CC(C(=O)N1c2ccccc2Sc2ccccc21)n1nnc(-c2cccs2)n1 (stereo not given)	-2.3	2.3	0.0	-16.8	-5.6	8.5	2.8	5.5	4.5
COc1ccc(NC(=O)C2=C(C)C(=O)OC23CCC(C)CC3)cc1Cl (stereo not given)	-2.6	0.6	0.2	-4.9	18.1	-2.5	0.8	0.4	7.1
CCOc1cc(-c2cc(-c3ccc(C)o3)nc(N)c2C#N)ccc1O	-0.4	0.2	-19.0	3.6	-307.5	-0.7	15.7	2.2	9.5
CC(NC(=O)[C@H](C)N1C(=O)N2CCc3c([nH]c4ccccc34)[C@@]2(C)C1=O)c1ccccc1 (stereo not given in full)	-2.7	-2.7	-1.2	-8.9	33.0	-4.3	40.8	1.3	14.4
Fc1cc(F)c2nc(Nc3nc4cc5c(cc4s3)OCO5)sc2c1	nt	nt	-34.9	nt	-409.4	nt	21.4	13.1	nt
O=C(NC1CCCCCC1)c1c(O)nc2sccn2c1=O	-7.2	5.3	0.4	4.2	2.5	-2.9	-1.1	-3.4	-7.7
Cc1nc2oc3ccc(Cl)cc3c(=O)c2cc1C(=O)O	-0.7	69.5*	-6.5	78.6*	-114.0	79.3*	-10.3	-3.3	4.0
Cc1ccc(NC(=O)c2cn(CCC#N)nc2-c2cccs2)c([N+](=O)[O-])c1	-0.1	6.6	0.8	2.7	10.4	0.5	25.1	1.2	9.1
COc1cc(C(=O)N(CCc2ccccc2)C2=CC3CCC(C2)N3C)cc(OC)c1OC (stereo not given)	-1.2	10.0	-0.6	-4.8	9.3	3.0	-19.5	6.8	0.2
Cc1sc2nc(SCC(=O)N3CCN(CCO)CC3)n(-c3ccccc3)c(=O)c2c1C	-0.9	-8.3	2.0	-5.9	10.3	-3.6	-11.7	2.5	3.1
Nc1ccc(N2CCCCC2)c2nonc12	-2.9	58.4*	13.2	90.4*	80.2*	25.1	51.9	8.6	-93.4
CC(=O)Nc1ccc(NC(=O)COC(=O)c2cc(S(=O)(=O)N(C)C)ccc2N2CCCC2)cc1	-1.6	4.1	2.0	-10.4	6.1	-6.0	-6.4	-3.1	-10.4
O=C(CCCCCBr)N1CCC(CC2CC(c3cccc(Br)c3)=NO2)(C(=O)NCC2CCCCC2)CC1 (stereo not given)	-7.4	5.3	0.6	-11.1	6.5	-5.1	15.3	1.4	18.5
Cc1oc2c(C)c(O)ccc2c(=O)c1-c1nncn1-c1ccccc1	-1.6	-1.7	-26.6	-9.5	-87.3	-8.2	43.1	-7.1	12.1
COC(=O)c1sc(Nc2ccccc2)nc1C	3.1	12.6	2.2	16.5	-146.1	-17.3	-3.9	6.8	3.5
C[C@H](CO)N1C[C@H](C)[C@@H](CN(C)S(=O)(=O)c2ccccc2)Oc2ccc(NC(=O)Cc3ccccc3)cc2C1=O	0.3	-7.1	-0.5	-4.6	0.1	7.7	1.6	3.1	5.1
O=C(Nc1ccccc1[N+](=O)[O-])c1ccc(S(=O)(=O)N2CCCC2)cc1	1.9	4.2	4.1	-2.8	8.4	3.8	7.3	-6.2	-2.9
CCOc1ccccc1N1CC(C(=O)NCCc2ccc(S(N)(=O)=O)cc2)CC1=O (stereo not given)	-0.2	-1.6	-1.9	3.1	13.8	-1.7	-1.5	-6.8	0.0
COc1ccc(NS(=O)(=O)c2cn(C)cn2)c(OC)c1	5.7	4.2	2.9	4.3	13.5	3.3	-13.2	-0.4	-2.2
CCOC(=O)[C@@H]1[C@H]2COc3ccc(Br)cc3[C@H]2N2C(=O)N(c3ccc(Cl)cc3)C(=O)[C@]12C	-2.9	11.6	0.4	-4.9	19.3	-4.9	1.1	5.0	-4.0
CCC(C)[C@H](NS(=O)(=O)c1ccc(C)cc1)C(=O)N1CCC(C(=O)N[C@@H](Cc2ccccc2)C(=O)O)CC1 (stereo not given in full)	2.6	-1.3	-23.2	-11.1	-11.6	4.2	-16.2	3.0	1.9
COc1ccccc1NC(=O)Oc1ccc(NC(=O)c2ccco2)cc1	-0.1	-0.7	1.6	-11.1	12.3	5.2	-4.6	1.0	1.3
O=c1c2ccccc2n2c(-c3cccc(F)c3)nnc2n1Cc1ccccc1	-0.6	5.2	0.2	-7.6	-7.4	7.7	-20.3	-4.8	6.0
COc1ccc(NC(=O)c2ccco2)cc1NC(=O)c1cc2ccccc2o1	-2.9	5.8	2.8	-0.9	-47.0	-1.3	-2.5	-6.0	2.2
CCOc1ccccc1C1NC(=O)NC(C)=C1C(=O)OC1CCCC1C (stereo not given)	-2.6	-6.8	1.0	-6.6	15.9	8.9	23.2	5.9	7.1
c1ccc(-n2nc3c(ccc4cnnc43)[nH]2)cc1	-2.5	73.9*	1.5	89.2*	-478.7	86.6*	21.1	9.9	14.8
Cc1cc(C)nc(Nc2nc(C)c3cc4c(cc3n2)OCO4)n1	-0.5	-7.3	-8.8	-12.0	-301.5	0.7	2.2	-1.9	6.8
CS(=O)(=O)N1CCC(C(=O)Nc2ccc(F)cc2)CC1	-1.7	-1.5	0.1	19.5	-0.3	0.3	3.1	-6.5	7.7
CCN(CCCNC(=O)Cn1cc2c(n1)CCCC2)c1cccc(C)c1	0.6	23.4	-0.1	-5.0	18.5	-0.7	9.2	1.4	7.6
COc1ccccc1-c1oc2ccccc2c1C#CC1(N)CCCCC1	-7.3	-3.4	-8.5	-3.8	-460.5	-10.7	10.1	14.2	69.5*
O=C(O)C1=C(C(=O)N2CCN(C(=O)c3ccco3)CC2)CCCC1	-0.3	9.8	0.6	-1.0	8.0	6.3	8.1	-6.0	-2.3
Cc1cc(OCCOCCN(C)CCO)cc(C)c1Cl	-2.0	-2.1	0.4	6.8	34.6	2.4	-5.3	8.9	14.4
O=c1[nH]c(C2CCN(S(=O)(=O)c3cccc(Cl)c3)CC2)nc2c1nnn2Cc1ccccc1	-2.6	-5.6	1.3	-13.8	16.9	1.4	9.3	0.3	2.0

Overlap with the part before: 2 compounds, then new ones.
structure	beta cell repl	SENP8 block-1	SENP1 FRET inh	SENP6 inh	SENP8 block-2	SENP7 inh	PfGluPho inh	HKDC1 inhibitor	UBC13 polyUb
Cc1cc(OCCOCCN(C)CCO)cc(C)c1Cl	-2.0	-2.1	0.4	6.8	34.6	2.4	-5.3	8.9	14.4
O=c1[nH]c(C2CCN(S(=O)(=O)c3cccc(Cl)c3)CC2)nc2c1nnn2Cc1ccccc1	-2.6	-5.6	1.3	-13.8	16.9	1.4	9.3	0.3	2.0
O=C(Nc1ccc(O)c(C(=O)O)c1)c1ccc2c(c1)C(=O)N(CC1CCCO1)C2=O (stereo not given)	-0.6	-1.1	0.5	22.6	10.9	25.1	5.5	0.4	4.2
CCOC(=O)c1c(-n2cccc2)sc2c1CCCC2=O	-1.4	-4.2	-0.9	1.5	9.0	5.2	7.9	-6.9	-7.8
Cc1sc(NC(=O)CSc2nnc(COc3ccc(Cl)cc3)n2C)c(C#N)c1C	-0.2	-3.9	-1.0	-6.4	21.4	3.0	-11.0	-2.8	-9.9
Cn1cnnc1SCC(=O)NNC(=O)COc1ccc(Cl)cc1	-0.3	-8.2	2.2	-11.1	1.8	-6.2	2.6	-8.8	-2.8
Cc1ccc(CNC(=O)Cn2nnc(C(=O)Nc3cc(C)ccc3C)c2N)cc1	-3.6	3.6	3.2	-28.9	0.2	-2.7	-13.1	-6.5	-10.3
CCC/C(=C1/c2ccccc2C(=O)N1c1ccccc1)c1cnc(OC)nc1	-6.3	-12.3	-0.2	-15.9	14.6	1.6	3.0	7.5	-3.2
Cc1cccc(NC(=O)c2cccc(C(=O)Nc3cccc(C)c3C)n2)c1C	-1.3	-4.0	-0.3	-3.7	9.2	-6.2	14.2	-8.2	-0.6
CCOC(=O)c1nnn(-c2nonc2N)c1CN1CCCCCC1	0.3	3.4	-6.0	15.9	4.8	-0.7	-10.1	0.2	12.8
Cc1cc(C)c(C#N)c(SCc2[nH]nc3c2C(c2ccc(F)cc2)C(C#N)=C(N)O3)n1 (stereo not given)	-1.9	-7.3	-35.2	-8.9	0.3	-2.7	18.6	7.4	-1.0
CCC(=O)c1ccc(N2CCN(C(=O)c3cccs3)CC2)c(F)c1	-0.2	-12.5	-0.9	-10.7	-6.3	8.6	-10.0	-4.9	-1.4
O=C(NCC1CCCCC1)c1ccc(Cl)nc1	-2.5	-1.7	-1.5	1.9	-1.6	-1.5	-13.2	-8.6	3.2
O/N=C/c1ccc2cccc(OCc3ccccc3)c2n1	0.4	4.5	2.0	-1.4	-291.9	3.9	-0.8	6.6	14.2
Cc1ccc(/C=N/NC(=O)c2ccc(-n3cccc3)cc2)o1	-3.4	4.8	-2.9	5.1	-190.0	-5.0	4.7	-0.5	-1.3
Cc1ccc(-n2ncc3c(=O)n(CC#N)cnc32)cc1C	-4.2	1.1	-0.3	-15.7	-26.8	10.5	-7.5	-8.8	11.0
COC(=O)c1ccccc1NC(=O)Cn1c(=O)oc2ccc(Cl)cc21	1.1	-3.8	0.1	-10.2	2.8	-3.3	-4.5	-5.6	3.6
Cc1cc(C)c2c(N)c(C(=O)NC3CCCC3)sc2n1	-1.7	15.7	-20.7	13.6	-399.2	7.4	20.7	5.8	3.7
CN(CC(=O)NCCc1ccccn1)S(=O)(=O)c1ccc(Cl)cc1	2.1	-15.0	1.7	-9.0	16.6	-4.5	-0.6	-3.3	-3.5
Cc1ccc(S(=O)(=O)Nc2c(C)nn(C)c2C)c(C)c1	1.6	-16.4	3.0	-21.6	15.3	6.7	-5.7	-4.6	-3.5
O=C(Nc1ncc(Cc2ccccc2Cl)s1)c1ccc([N+](=O)[O-])cc1	0.0	5.0	3.2	-16.0	2.8	6.3	-11.1	5.5	-2.3
O=C1NCC2=C1C(c1ccccc1)Nc1ccccc1N2 (stereo not given)	0.7	5.5	-9.4	18.1	-2.4	2.1	10.1	10.9	-12.9
